human PMI inhibitors: human PMI inhibitors, high substrate, primary screen, biochemical, fluorescence intensity, high mannose 6-phosphate (AID 1220); recombinant PMI enzyme, coupled fluorescence intensity; higher % means a stronger effect; inhibition, % at 20 µM; hits with a dose series show IC50 in µM; 0.66% of 190,000 active
Ins promoter up: MIN6 insulin promoter up-regulation; MIN6 insulin promoter-GFP reporter, high-content imaging; active compounds read high; z-score at 5 µM; 0.3% of 190,000 active;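 active = z-score above 3 at 5 µM with at least 500 cells counted in the well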
Dynein cargo inh: dynein cargo transport inhibition | z-score, hits read low | AID 1381 | 0.47% of 220,000 active | 3617.4 mouse cells, GR-EGFP nuclear translocation imaging; test concentration mostly 20 µM; stimulated with dexamethasone, 1 µM; active compounds read low;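 active = plate z-score of nuclear minus cytoplasmic receptor signal below a set negative limit, without overly bright fluorescence or cell loss, cut at about -3.5 in these data, passing the limit was not always enough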;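 also: z-score of nuclear minus cytoplasmic ring GR-EGFP intensity difference per well; some compounds called inactive have numbers as strong as hits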
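Medium: Induction medium lacking tetracycline, stripped serum | Probe or stimulus: 1.0 µM final dexamethasone stimulus | Schedule: 48 h induction, then 1 h compound, then 30 min agonist, 37 °C | Signal: Automated 10x imaging of fixed Hoechst-stained cells | Evaluation: Per-cell GR-EGFP intensity, nucleus versus surrounding cytoplasmic ring, well-averaged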
Autophagy HCS: alters autophagy in cells | MEF GFP-LC3 puncta imaging; test concentration mostly 10 µM | calls only at 10 µM (by protocol) | 0.98% of 190,000 active;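 active = percentage of spot-positive cells more than 3 SD above its plate mean, without a fluorescence outlier flag or 80% toxicity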;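 also: spot-positive cell cutoff set from DMSO-treated cells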
MT stabilizer: microtubule stabilizers in HeLa cells | 0.83% of 200,000 active | HeLa tubulin immunostaining HCS, 24 h; share of cells brighter than vehicle mean+2SD | AID 2205 | % tubulin-high responders, % at 10 µM;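 active = plate Z-score above 3 for both tubulin-high and condensed-nucleus cell shares, with cell loss under 80%, at 10 µM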;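 also: anti alpha tubulin signal scored within the nucleus-defined area of each cell; some results filed as inactive read as strong as hits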
WT yeast gro inh: growth inhibition of WT yeast, mitochondrial fusion screen | 2.1% of 190,000 active | inhibition, % at 10 µM | mitochondrial fusion phenotypic screen, WT strain; in the data active = inhibition above about 58%; tested in S. cerevisiae
human PMI inhibition: inhibitors of human PMI, primary screen, biochemical, fluorescence intensity, coupled assay (AID 1209); inhibition, % at 20 µM; hits with a dose series show IC50 in µM; purified PMI enzyme, coupled fluorescence intensity; higher % means a stronger effect; 0.42% of 190,000 active;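 also: plate controls were DMSO vehicle for no effect and wells lacking substrate for full effect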
Yfh1-off respiration: mitochondrial function rescue without frataxin homolog – Friedreich's ataxia, plus single-dose screen, dose response (AID 1465); S. cerevisiae Yfh1-off respiration, WST-1 reduction, 72 h; higher fold induction means a stronger effect; fold induction at 50 µM; hits with a dose series show EC50 in µM; 0.074% of 220,000 active;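 active = fold induction of absorbance versus untreated yeast above a set limit, then at least 30% activation at any dose in follow-up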;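 also: activators that raise dye reduction in frataxin-depleted yeast; strong numbers were not always called active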
bCat nuc transl: modulators of beta-catenin nuclear translocation; AID 1665; nuclear translocation activity, % at 5 µM; HeLa beta-catenin nuclear translocation, immunofluorescence imaging; 0.3% of 190,000 active;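 active = nuclear translocation activity above 50% at 5 µM, with a well cell count of 50 or more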;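 also: per-cell ratio of nuclear to cytoplasmic median beta-catenin stain intensity; plate controls were DMSO negative control for no effect and GSK-3 inhibitor IX positive control for full effect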
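Test system: human HeLa cells, native beta-catenin. Compound dosing: 5 µM primary single dose, 0.1% DMSO, 0.02–20 µM confirmation series. Incubation: compound exposure 24 h at 37°C. Detection: beta-catenin immunostaining with DAPI counterstain, 20x imaging, 6 fields/well. Read-out basis: Nuclear/cytoplasmic beta-catenin signal ratio, % activation.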
WT yeast gro inh mutant strain: also measured in WT yeast gro inh; calls as there; inhibition, %; mitochondrial fusion phenotypic screen, mutant strain inhibition
Dynein cargo inh cytoplasmic EGFP: recorded beside Dynein cargo inh, whose call it bears; z-score; measured here: cytoplasmic GR-EGFP intensity; active compounds read high
Dynein cargo inh nuclear GR-EGFP: further read-out of Dynein cargo inh, marked with its call; z-score; measured here: nuclear GR-EGFP intensity;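 lower value marks the stronger effect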
Dynein cargo inh cell count: second read-out of Dynein cargo inh, no call of its own (marks repeat the call); z-score; measured here: cell count per field
Ins promoter up cell count: recorded beside Ins promoter up, whose call it bears; cell count; measured here: cytotoxicity, nuclei count;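 total cells summed across four imaged fields per well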
bCat nuc transl cell count 5 µM: recorded beside bCat nuc transl, whose call it bears; cell count; measured here: cell count, cytotoxicity flag
MT stabilizer Hoechst-high %: second read-out of MT stabilizer, no call of its own (marks repeat the call); % Hoechst-high responders; measured here: nuclear condensation Hoechst responders;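 share of cells brighter than vehicle mean plus two SD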
MT stabilizer cytotoxicity %: recorded beside MT stabilizer, whose call it bears; toxicity, %; measured here: cytotoxicity by cell density;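 0% = mean cell density of plate MIN control wells and 100% = no cells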
Autophagy HCS cell loss 18 h: also measured in Autophagy HCS; calls as there; toxicity, %; measured here: cell loss, nuclei count;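 cell loss after 18 h compound exposure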
* = called active by the depositor; i = inactive; nt = no result given. Rule as the data show it, unless noted: active = inhibition above about 50%; inactive = the rest.

SMILES | human PMI inhibitors | Ins promoter up | Ins promoter up cell count | Dynein cargo inh | Dynein cargo inh cytoplasmic EGFP | Dynein cargo inh nuclear GR-EGFP | Dynein cargo inh cell count | Autophagy HCS | Autophagy HCS cell loss 18 h | MT stabilizer | MT stabilizer Hoechst-high % | MT stabilizer cytotoxicity % | WT yeast gro inh | WT yeast gro inh mutant strain | human PMI inhibition | Yfh1-off respiration | bCat nuc transl | bCat nuc transl cell count 5 µM
CC(C)OC(=O)CC1C(=O)NCCN1C(=S)NC(=O)c1ccccc1 (stereo unspecified) | -3% | 0.54 | 1256 | -0.28 | 0.88 | -0.13 | 0.32 | i | 7 | 3.2 | 1.9 | 4.0 | -4 | 1 | 3% | i | 0.4 | 1449
CC(c1ccccc1)N1C(=O)C2C3CCC(C3)C2C1=O (stereo unspecified) | 1% | 0.56 | 1285 | -0.28 | -0.24 | -0.098 | 0.23 | i | -11 | 5.8 | 2.8 | 4.1 | 4 | -2 | 10% | i | -1.2 | 1371
COC(=O)c1ccc(/C=N/NC(=O)CNc2cccc(C)c2)cc1 | 10% | 0.18 | 1496 | -0.55 | -0.31 | 0.16 | 0.038 | i | -6 | 3.4 | 2.8 | 3.3 | 1 | 3 | 10% | i | 2.6 | 937
Nc1ccc(Sc2ccc([N+](=O)[O-])cc2)cc1 | 1% | -0.19 | 1158 | -0.45 | -0.22 | -0.26 | 0.74 | i | -50 | 1.9 | 1.6 | 6.8 | -16 | -1 | 5% | i | nt | nt
Cn1cccc1CNC(=S)Nc1cc(F)cc(F)c1 | -10% | 0.15 | 1356 | 0.35 | -0.26 | 0.55 | -0.6 | i | -7 | 5.0 | 3.0 | 11 | -12 | -7 | -23% | i | 0.5 | 1051
CC1(c2ccc3ccccc3c2)NC(=O)N(CC(=O)Nc2cccc(S(=O)(=O)N3CCOCC3)c2)C1=O (stereo unspecified) | 16% | 0.17 | 1293 | -0.034 | -0.26 | -0.36 | 0.26 | i | -9 | 10 | 7.0 | 17 | 0 | -12 | 16% | i | -3.7 | 498
CC1C=Cc2ccccc2N1C(=O)c1ccccc1 (stereo unspecified) | -5% | 0.13 | 1426 | -0.16 | -0.19 | 0.12 | 0.39 | i | -11 | 3.3 | 3.0 | 8.7 | -4 | 13 | -6% | i | -4.6 | 970
C/C(=C1\SC(N2CCOCC2)=NC1=O)c1ccccc1 | 0% | 0.42 | 1261 | 0.62 | -0.13 | 0.99 | -1.4 | i | -5 | 1.9 | 1.8 | 3.4 | 7 | -1 | -2% | i | -4.4 | 966
CCCCSCCCNC(=O)Nc1cccc(OC)c1 | 0% | -0.34 | 995 | 1.3 | 0.089 | 0.95 | -0.71 | i | -1 | 1.0 | 0.9 | 6.0 | 19 | -4 | 0% | i | nt | nt
COc1ccc(OC)c(-c2nc(CN3CCCCC3c3cccnc3)c(C)o2)c1 (stereo unspecified) | 17% | nt | nt | -0.65 | -0.13 | -0.39 | -0.91 | i | 11 | 2.2 | 2.4 | 2.2 | 4 | -4 | 13% | i | -0.5 | 1530
CCOC(=O)C(NC(=O)Nc1ccc(F)cc1)(OCC)C(F)(F)F (stereo unspecified) | 8% | 0.51 | 759 | 0.46 | -0.21 | -0.048 | 0.33 | i | -10 | 1.4 | 1.4 | 8.8 | -2 | 16 | 17% | i | -0.1 | 1137
Cc1cc(NC(=O)CSc2nnnn2C)n(-c2ccccc2)n1 | -1% | 0.17 | 756 | -0.78 | -0.18 | -0.45 | 0.45 | i | -3 | 2.8 | 2.2 | 6.0 | 8 | 5 | 4% | i | nt | nt
Nc1nnc(N2CCCCC2)s1 | 8% | nt | nt | 1.7 | 0.2 | 1.2 | -1.4 | i | 17 | 5.0 | 2.4 | 12 | -19 | -13 | 4% | i | -2.9 | 1239
CC(C)C(=O)Nc1ccc(Br)cc1Cl | 10% | 0.97 | 1655 | -0.86 | -0.26 | -0.32 | 0.41 | i | 3 | 4.5 | 2.3 | 8.5 | 9 | 17 | 7% | i | 3.9 | 894
Clc1ccc(-n2nnnc2-c2ccccc2)cc1 | 7% | nt | nt | 1.3 | -0.27 | 1.2 | -0.77 | i | 21 | 2.9 | 1.6 | 5.9 | 44 | 23 | 6% | i | -0.5 | 1126
COc1ccc(NC(=O)CN(C)CC(=O)Nc2ccc3c(c2)CCC3)cc1 | 11% | 0.01 | 1338 | 1.5 | -0.012 | 1.1 | -2.3 | i | -7 | 2.5 | 2.0 | 12 | 2 | 0 | 6% | i | -1.0 | 1066
CC(C(=O)NCc1ccccc1)N1C(=O)CN(C)C(=O)c2ccccc21 (stereo unspecified) | -7% | 0.38 | 1339 | -0.59 | -0.23 | -0.25 | 0.6 | i | -14 | 1.9 | 1.2 | 1.3 | -12 | -6 | -7% | i | -4.1 | 910
O=C(NCC1CCCO1)c1onc(CSc2ccc(Cl)cc2)c1C(=O)O (stereo unspecified) | -6% | -0.71 | 1339 | -0.1 | -0.21 | -0.72 | 0.45 | i | -4 | 2.9 | 1.6 | 7.1 | -7 | -11 | -3% | i | 1.1 | 1314
COc1cc(CC(NC(C)=O)C(=O)NC2CCN(C(=O)C3CC3)CC2)cc(OC)c1 (stereo unspecified) | -8% | 0.06 | 1366 | -0.32 | -0.25 | -0.44 | 0.74 | i | -4 | 1.8 | 0.9 | 6.2 | 0 | -2 | -5% | i | -0.3 | 1482
COC(=O)Nc1c(-c2ccccc2)nc2ccccn12 | -5% | 0.12 | 1180 | -0.51 | -0.22 | -0.19 | 0.25 | i | 5 | 3.2 | 3.0 | 6.2 | 0 | -17 | 0% | i | 1.0 | 1154
CC(C)Cc1nnc(NC(=O)CCC(=O)Nc2ccc3cn[nH]c3c2)s1 | nt | 0.13 | 1090 | -0.42 | -0.13 | -0.067 | 1 | nt | nt | nt | nt | nt | nt | nt | nt | i | -0.8 | 1377
Cc1csc(NC(=O)CSc2nnnn2C)n1 | 0% | 0.48 | 1323 | 1.3 | -0.27 | 0.32 | 0.36 | i | 3 | 4.5 | 2.3 | 6.6 | -5 | -9 | -1% | i | -2.2 | 1179
CC(NCc1ccc2c(c1)OCO2)C(=O)N1CCc2ccccc21 (stereo unspecified) | 3% | -0.22 | 1491 | 0.64 | 0.4 | 0.69 | -0.87 | i | -17 | 4.2 | 1.8 | 0.0 | -5 | -8 | 4% | i | 2.1 | 1102
O=C(CC(c1ccco1)S(=O)(=O)c1ccccc1)c1ccc(F)cc1 (stereo unspecified) | -76% | -0.02 | 1226 | -0.13 | -0.19 | 0.15 | 0.45 | i | 18 | 3.3 | 2.6 | 9.3 | 8 | 3 | -34% | i | nt | nt
CN1CCC(OC(=O)COc2ccc(F)cc2)CC1 | -8% | 0.64 | 1167 | 0.21 | -0.29 | -0.058 | -0.14 | i | 3 | 1.9 | 1.6 | 0.6 | -13 | 4 | -7% | i | -1.8 | 1116
C/C(=N\NC(=O)c1ccc(NS(=O)(=O)c2cccs2)cc1)c1cccs1 | 1% | -0.31 | 1251 | 0.15 | 0.03 | 0.41 | 0.48 | i | -5 | 5.9 | 2.4 | 6.5 | -8 | 8 | -5% | i | -3.8 | 1099
O=C(c1ccco1)N1CCN(C(=O)N2CCCC2)CC1 | 1% | 1 | 1626 | -0.75 | -0.27 | -0.58 | 1.7 | i | 29 | 1.8 | 0.9 | 4.6 | -6 | 3 | 1% | i | -1.3 | 948
O=C1CSC(c2ccccc2)N1Nc1nc(N2CCOCC2)nc(N2CCOCC2)n1 (stereo unspecified) | 4% | -0.52 | 1469 | 0.56 | -0.22 | 0.19 | 0.017 | i | 8 | 3.5 | 1.5 | 4.9 | -4 | -3 | 4% | i | 0.6 | 1047
CC1(OC(=O)C2CCCC2)C(=O)C=C2C=C(c3ccsc3)N(CCc3ccccn3)C=C2C1=O (stereo unspecified) | nt | 0.29 | 773 | 0.27 | -0.78 | 0.19 | -0.016 | nt | nt | nt | nt | nt | nt | nt | nt | i | 0.7 | 1088

Structural class, the compounds so far containing an aryl methoxy group (4)
SMILES | human PMI inhibitors | Ins promoter up | Ins promoter up cell count | Dynein cargo inh | Dynein cargo inh cytoplasmic EGFP | Dynein cargo inh nuclear GR-EGFP | Dynein cargo inh cell count | Autophagy HCS | Autophagy HCS cell loss 18 h | MT stabilizer | MT stabilizer Hoechst-high % | MT stabilizer cytotoxicity % | WT yeast gro inh | WT yeast gro inh mutant strain | human PMI inhibition | Yfh1-off respiration | bCat nuc transl | bCat nuc transl cell count 5 µM
CCCCSCCCNC(=O)Nc1cccc(OC)c1 | 0% | -0.34 | 995 | 1.3 | 0.089 | 0.95 | -0.71 | i | -1 | 1.0 | 0.9 | 6.0 | 19 | -4 | 0% | i | nt | nt
COc1ccc(OC)c(-c2nc(CN3CCCCC3c3cccnc3)c(C)o2)c1 (stereo unspecified) | 17% | nt | nt | -0.65 | -0.13 | -0.39 | -0.91 | i | 11 | 2.2 | 2.4 | 2.2 | 4 | -4 | 13% | i | -0.5 | 1530
COc1ccc(NC(=O)CN(C)CC(=O)Nc2ccc3c(c2)CCC3)cc1 | 11% | 0.01 | 1338 | 1.5 | -0.012 | 1.1 | -2.3 | i | -7 | 2.5 | 2.0 | 12 | 2 | 0 | 6% | i | -1.0 | 1066
COc1cc(CC(NC(C)=O)C(=O)NC2CCN(C(=O)C3CC3)CC2)cc(OC)c1 (stereo unspecified) | -8% | 0.06 | 1366 | -0.32 | -0.25 | -0.44 | 0.74 | i | -4 | 1.8 | 0.9 | 6.2 | 0 | -2 | -5% | i | -0.3 | 1482

Compound activity as filed in PubChem BioAssay.
